# MT1-MMP act inh: MT1-MMP (human) activation inhibition | HT1080 RFP-PRO-GFP cells, GFP/RFP ratio fluorescence, overnight; percent of plate control window, DMSO zero | GFP/RFP ratio change, % at 20 µM | actives 0.061% (n = 360,000);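 active = GFP/RFP ratio change of at least 30% with cell ATP level not reduced by more than half and red fluorescence within 50% of control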; note: strong numbers were not always called active
#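 Assay system: HT1080 RFP-PRO-GFP cells | Dosing: 20 µM single dose, 1% DMSO | Incubation: Cells overnight before dosing, compound overnight, 37 °C, 5% CO2 | Evaluation: GFP/RFP fluorescence ratio | Control set: DMSO-only wells and HT1080 RFP-L50D-GFP cell wells as references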
# E coli Lon inh: E. coli protease La inhibition. actives 0.42% (n = 360,000). purified E. coli Lon protease, fluorescence polarization. inhibition, % at 7.94 µM; in the data active = inhibition above about 13%, passing the limit was not always enough;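 note: 0% = enzyme with probe and DMSO and 100% = no enzyme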
# bovine MsrA act: activates bovine MsrA enzyme. activation, % at 10.6 µM. actives 0.3% (n = 360,000). AID 602163. purified bovine MsrA, absorbance read-out; in the data active = activation above about 7.5%;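 note: 0% = vehicle and 100% = reference activator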
# FAS-TE inh: blocks the thioesterase domain of human fatty acid synthase; P49327; recombinant FAS-TE, OMFH fluorogenic substrate, fluorescence endpoint; inhibition, % at 15 µM; actives 0.67% (n = 360,000); AID 602261;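 active = compounds whose normalised, plate-corrected inhibition of enzyme fluorescence in the single-dose primary screen is 50% or more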;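 note: 0% = DMSO with enzyme and 100% = substrate without enzyme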
# Target sequence (P49327 whole entry, looked up, the tested form may be a part): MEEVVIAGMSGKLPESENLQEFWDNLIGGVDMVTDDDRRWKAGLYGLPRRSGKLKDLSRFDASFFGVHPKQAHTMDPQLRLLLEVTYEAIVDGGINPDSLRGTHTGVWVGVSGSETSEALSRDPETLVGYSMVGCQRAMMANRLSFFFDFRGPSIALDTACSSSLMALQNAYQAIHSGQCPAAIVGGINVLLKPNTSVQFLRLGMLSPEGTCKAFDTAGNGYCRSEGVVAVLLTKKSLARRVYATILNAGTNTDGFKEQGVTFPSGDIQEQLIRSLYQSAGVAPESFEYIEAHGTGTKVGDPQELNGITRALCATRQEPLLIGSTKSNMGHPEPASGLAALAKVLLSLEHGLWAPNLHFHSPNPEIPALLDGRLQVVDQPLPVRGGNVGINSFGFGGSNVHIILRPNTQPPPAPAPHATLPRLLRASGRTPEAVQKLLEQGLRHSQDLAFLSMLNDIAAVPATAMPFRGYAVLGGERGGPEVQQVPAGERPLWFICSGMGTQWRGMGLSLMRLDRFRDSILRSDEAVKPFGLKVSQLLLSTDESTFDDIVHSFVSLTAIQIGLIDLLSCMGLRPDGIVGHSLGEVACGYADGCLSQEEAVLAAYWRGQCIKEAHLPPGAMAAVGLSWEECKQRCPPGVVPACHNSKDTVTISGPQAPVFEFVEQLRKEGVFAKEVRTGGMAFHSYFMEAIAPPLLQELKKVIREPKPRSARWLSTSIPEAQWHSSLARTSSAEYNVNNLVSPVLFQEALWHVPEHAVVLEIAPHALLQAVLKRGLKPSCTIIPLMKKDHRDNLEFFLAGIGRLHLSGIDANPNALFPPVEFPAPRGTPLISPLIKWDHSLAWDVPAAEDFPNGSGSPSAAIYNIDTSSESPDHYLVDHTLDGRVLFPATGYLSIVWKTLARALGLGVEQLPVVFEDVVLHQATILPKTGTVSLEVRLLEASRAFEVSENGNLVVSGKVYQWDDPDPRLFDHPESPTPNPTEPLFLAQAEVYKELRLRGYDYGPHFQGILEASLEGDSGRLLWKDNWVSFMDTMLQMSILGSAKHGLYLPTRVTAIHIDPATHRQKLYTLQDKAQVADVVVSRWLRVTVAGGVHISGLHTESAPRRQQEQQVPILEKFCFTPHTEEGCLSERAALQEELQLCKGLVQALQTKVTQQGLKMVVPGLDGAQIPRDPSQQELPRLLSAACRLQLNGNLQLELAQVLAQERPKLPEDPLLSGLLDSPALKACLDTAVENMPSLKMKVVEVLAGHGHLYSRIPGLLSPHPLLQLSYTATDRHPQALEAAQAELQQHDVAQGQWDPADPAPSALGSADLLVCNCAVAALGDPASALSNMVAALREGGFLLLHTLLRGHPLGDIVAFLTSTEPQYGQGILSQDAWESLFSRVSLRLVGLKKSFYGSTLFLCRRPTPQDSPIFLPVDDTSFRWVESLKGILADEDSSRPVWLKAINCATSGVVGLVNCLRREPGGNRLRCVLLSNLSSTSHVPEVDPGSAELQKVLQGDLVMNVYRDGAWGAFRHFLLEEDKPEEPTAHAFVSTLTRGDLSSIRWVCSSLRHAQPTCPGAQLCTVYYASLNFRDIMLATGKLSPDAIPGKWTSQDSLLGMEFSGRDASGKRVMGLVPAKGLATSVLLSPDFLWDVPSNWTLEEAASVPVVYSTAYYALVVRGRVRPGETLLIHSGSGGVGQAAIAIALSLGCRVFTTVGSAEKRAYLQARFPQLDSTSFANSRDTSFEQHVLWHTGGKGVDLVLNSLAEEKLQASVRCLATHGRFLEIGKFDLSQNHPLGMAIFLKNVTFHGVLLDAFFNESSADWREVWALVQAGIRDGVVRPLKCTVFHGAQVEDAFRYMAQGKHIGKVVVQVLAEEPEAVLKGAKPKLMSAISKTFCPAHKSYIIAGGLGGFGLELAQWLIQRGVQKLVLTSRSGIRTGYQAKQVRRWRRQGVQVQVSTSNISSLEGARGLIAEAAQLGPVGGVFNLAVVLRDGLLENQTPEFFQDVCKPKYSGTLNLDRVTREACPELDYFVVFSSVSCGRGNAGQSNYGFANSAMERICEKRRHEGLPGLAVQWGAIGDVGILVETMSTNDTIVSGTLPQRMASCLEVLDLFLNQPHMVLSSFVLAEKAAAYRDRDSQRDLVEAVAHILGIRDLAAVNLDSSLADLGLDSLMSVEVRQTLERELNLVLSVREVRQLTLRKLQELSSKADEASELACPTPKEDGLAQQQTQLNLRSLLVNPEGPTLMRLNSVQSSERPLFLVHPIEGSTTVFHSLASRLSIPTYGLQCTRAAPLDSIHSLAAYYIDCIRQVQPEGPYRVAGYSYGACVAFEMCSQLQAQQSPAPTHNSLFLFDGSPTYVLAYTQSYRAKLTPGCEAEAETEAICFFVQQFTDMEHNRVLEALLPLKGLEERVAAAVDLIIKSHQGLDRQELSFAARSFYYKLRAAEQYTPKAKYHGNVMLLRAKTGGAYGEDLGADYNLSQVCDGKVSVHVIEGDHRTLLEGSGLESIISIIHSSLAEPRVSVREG
# CendR NRP1 mod: NRP-1/CendR interaction modulation; FAM-RPARPAR peptide binding to NRP-1, fluorescence polarization; inhibition, % at 25 µM; O14786; AID 602438; actives 0.85% (n = 360,000);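 active = inhibition or corrected inhibition above about 18%, plus a signal ratio from 0.5 to 1.5, limit read from the data, passing the limit was not always enough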; note: strong numbers were not always called active
# Tb MetRS inh: Trypanosoma brucei MetRS inhibition; purified T. brucei MetRS, ATP depletion, Kinase-Glo luminescence; inhibition, % at 11.9 µM; actives 0.4% (n = 360,000); AID 624268;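 active = inhibition above a per-plate cutoff of the control wells' mean inhibition plus 3 SD, cut at about 5.5% in these data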;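 note: 0% = DMSO wells median and 100% = median of wells with control inhibitor compound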
#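 Test system – parasite MetRS enzyme · Reagent – substrates ATP, L-methionine and bulk Escherichia coli tRNA · Doses – 11.9 µM compound single dose, 0.9% DMSO · Times – 15 min enzyme-compound preincubation, 2 h reaction, 10 min detection, 25 °C · Signal – Kinase-Glo luminescence, ATP depletion format · Controls – DMSO-only wells as low control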
# MsrA inh: bovine MsrA inhibition | purified bovine MsrA, absorbance read-out | inhibition, % at 15.5 µM | actives 0.75% (n = 360,000) | AID 651718; in the data active = inhibition above about 4.5%;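 note: 0% = vehicle wells with enzyme and 100% = reference inhibitor wells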
# SKN-1 block: C. elegans SKN-1 inhibition | C. elegans VP596 Pgst-4::GFP/RFP ratio, acrylamide-induced, 24 h | inhibition, % at 21.8 µM | actives 0.49% (n = 360,000) | AID 624304;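 active = interference check ratio from 0.5 to 1.5 plus GFP to RFP signal ratio inhibition reaching or exceeding a fixed threshold, cut at about 30% in these data, passing the limit was not always enough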; note: some compounds called inactive have numbers as strong as hits
# PABP1 MLLE inh: inhibitors of microRNA-mediated deadenylation, human PABP1 MLLE binding; P11940; GST-MLLE / FITC-PAM2 fluorescence polarization; inhibition, % at 20 µM; actives 0.36% (n = 360,000); AID 588489; in the data active = inhibition above about 35%, passing the limit was not always enough;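 note: plate controls were DMSO wells with GST-MLLE for no effect and wells lacking GST-MLLE protein for full effect; some results filed as inactive read as strong as hits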
# Numbers without * were called inactive; / = no result given.
canonical_smiles,SKN-1 block,MsrA inh,E coli Lon inh,MT1-MMP act inh,Tb MetRS inh,bovine MsrA act,CendR NRP1 mod,FAS-TE inh,PABP1 MLLE inh
CCOc1ccc(N2CC(C(=O)Nc3cc(S(=O)(=O)N4CCCCC4)ccc3C)CC2=O)cc1 (stereo not given),-7.3,1.1,7.8,7.4,-0.6,-8.9,-6.3,4.1,-10.4
COc1cc(NS(=O)(=O)c2ccc(NC(=O)Cc3ccccc3)cc2)nc(OC)n1,-5.9,-1.2,-8.9,-4.9,0.2,5.5,-9.7,-3.7,20.3
CCOC(=O)C1(C(C)(C)CC)CC(CSc2nc3ccccc3[nH]2)OC1=O (stereo not given),9.0,-0.4,3.6,8.2,5.7*,1.5,2.6,11.5,16.6
CCOC(=O)CNC(=O)C(CC(C)C)NC(=O)C1CCCCC1 (stereo not given),8.5,0.2,-9.4,1.1,-0.3,-3.7,5.7,-7.1,7.0
CC(C)Cn1c(-c2csc3c2CCCC3)n[nH]c1=S,11.4,/,-6.0,-0.2,-0.7,-3.9,0.4,1.2,-12.7
O=C(COC(=O)C1CC2CCCC(C1)C2=O)c1cccc(Br)c1 (stereo not given),3.7,1.1,7.2,1.5,0.9,-3.6,-1.8,16.8,-3.4
CC(C)c1nc2cc(C(=O)NC(C)c3cnn(C)c3)ccc2o1 (stereo not given),7.5,2.9,12.3,-5.9,-0.5,-7.8,-4.2,-6.1,11.7
C=CCN1CN=C(NS(=O)(=O)c2ccc(NC(C)=O)cc2)NC1,11.0,0.7,-10.5,-6.0,-0.5,-2.8,6.6,-7.0,5.4
CCN(CC)C(=O)[C@H]1C[C@H](CC(=O)NCc2cccc(C(F)(F)F)c2)C(=O)N2CCc3c([nH]c4cc(CCC(=O)N(C)C)ccc34)[C@]12C,-3.2,0.6,0.6,-0.8,0.7,-0.7,9.0,-5.7,-0.4
COC(=O)c1ccc(N2CCN(C)CC2)c(NC(=O)c2ccc(Br)o2)c1,8.7,-0.7,7.3,-2.6,1.2,-0.8,7.2,-1.1,7.2
Cc1cc2nc3n(c2cc1C)CC1CC(C(=O)NCc2ccco2)N(C)C31 (stereo not given),0.4,-0.6,-5.3,3.8,0.3,0.2,-1.8,-4.3,-1.4
CCCCCCNC(=O)CCNS(=O)(=O)c1ccc(C)cc1,-2.2,0.9,8.5,2.8,-0.4,-6.8,-6.7,-5.4,-13.8
CCCCc1cc(=O)oc2c(C)c(OCC(=O)N3C[C@H]4C[C@@H](C3)c3cccc(=O)n3C4)ccc12,11.4,1.9,-8.1,2.7,1.4,-2.3,2.3,-0.1,-3.9
CNc1nc(-c2ccccc2)[n+](-c2ccc(C)cc2)s1,10.9,-1.4,-10.6,4.3,-0.1,-3.4,-3.7,-13.1,-48.0
O=C(/C=C/c1cccc([N+](=O)[O-])c1)N1CCOCC1,-3.6,1.3,-2.3,1.1,-1.1,-2.8,9.8,-8.1,13.5
COc1ccc(/C=C/C(=O)CC(O)(c2ccccc2)C(F)(F)F)cc1 (stereo not given),13.8,2.9,-9.5,-6.3,-0.5,-2.8,0.5,-3.4,-15.7
Cc1cc(C)n(C(=O)c2ccc([N+](=O)[O-])cc2[N+](=O)[O-])n1,-4.4,0.1,5.6,4.2,-0.2,-1.9,-180.9,-12.5,0.9
CCC(C)(C)C1CCc2[nH]nc(C(=O)NCCCNC(=O)OC(C)(C)C)c2C1 (stereo not given),10.4,0.3,-2.0,3.3,0.4,-8.8,-9.2,69.4*,-5.4
O=C1C(NS(=O)(=O)c2ccccc2)=C(N2CCN(c3ccc(F)cc3)CC2)C(=O)c2ccccc21,8.3,2.7,-2.1,14.2,0.4,-4.7,0.4,25.9,16.1
COc1ccccc1CNC(=O)C1CC(c2ccccc2[N+](=O)[O-])=NO1 (stereo not given),3.1,-0.3,-7.9,0.2,-0.6,-9.6,-2.0,-10.4,14.1

# As entered above:
# Value for CC(C)Cn1c(-c2csc3c2CCCC3)n[nH]c1=S under MT1-MMP act inh: -0.2
# Value for O=C1C(NS(=O)(=O)c2ccccc2)=C(N2CCN(c3ccc(F)cc3)CC2)C(=O)c2ccccc21 under MsrA inh: 2.7
# Value for CCC(C)(C)C1CCc2[nH]nc(C(=O)NCCCNC(=O)OC(C)(C)C)c2C1 (stereo not given) under PABP1 MLLE inh: -5.4
# Value for COC(=O)c1ccc(N2CCN(C)CC2)c(NC(=O)c2ccc(Br)o2)c1 under SKN-1 block: 8.7
# Value for CNc1nc(-c2ccccc2)[n+](-c2ccc(C)cc2)s1 under MT1-MMP act inh: 4.3

# Next section.
canonical_smiles,SKN-1 block,MsrA inh,E coli Lon inh,MT1-MMP act inh,Tb MetRS inh,bovine MsrA act,CendR NRP1 mod,FAS-TE inh,PABP1 MLLE inh
COc1ccccc1CCC(=O)OCC(=O)N1c2ccccc2NC(=O)C1(C)C,3.0,0.8,-5.0,-1.5,-0.2,-0.6,-1.6,4.8,1.1
CC(CC(=O)N(C)CC(=O)Nc1ccc(N2CCOCC2)cc1)c1ccccc1 (stereo not given),3.1,0.7,-8.2,4.0,-0.6,-4.1,8.9,-7.8,-2.2
CC(C)Cn1c(N)c(C(=O)COC(=O)CCNS(=O)(=O)c2ccccc2)c(=O)n(C)c1=O,22.7,-1.8,-0.7,3.8,-0.4,0.8,-6.4,-2.0,-17.2
Cc1cc(=O)oc2ccc(OCC(=O)N3CCC(C)CC3)cc12,24.1,1.5,-1.1,-0.5,-0.8,-4.0,1.1,4.9,1.8
Cc1c(O)c(S(=O)(=O)c2ccccc2)c(=O)n(-c2ccccc2)c1-c1ccccc1,14.6,0.8,0.8,2.3,0.1,-1.1,-23.0,-11.3,1.5
O=C(CCC(=O)NCCCc1ccccc1)NCCCc1ccccc1,12.7,-0.5,-4.8,-3.4,0.2,0.6,-0.2,-9.4,-2.5
CC1=CC2=NC(=O)/C(=C\c3cc(C)n(-c4ccccc4F)c3C)C(=N)N2O1,14.1,0.8,7.9,-1.6,-1.1,-6.9,-5.9,13.3,15.8
Cn1nc(C(F)(F)F)c(-c2ccccc2)c1NC(=O)c1cccnc1,-16.6,-0.8,-6.2,-1.5,-0.1,-0.9,-5.6,-6.9,-7.1
CCCCc1nc(SCC(=O)N2CCCC2)c2c(=O)n(C)c(=O)n(C)c2n1,-14.4,7.5*,6.4,-1.2,-0.8,-8.6,-0.2,-0.3,-2.7
CC(C)c1nnc(N2C(=O)C(O)=C(C(=O)c3cccs3)C2c2ccccc2)s1 (stereo not given),-2.3,1.4,34.0*,-112.9,-0.4,-5.8,138.4,-34.5,128.6
O=C(OCn1nnc2ccccc2c1=O)C1CCN(S(=O)(=O)c2cccs2)CC1,-11.2,-0.9,-3.7,6.2,-0.1,-2.4,6.5,11.7,2.6
O=C1c2ccccc2C(=O)N1CCCCCc1nc(-c2ccccc2)no1,2.2,0.3,-6.9,3.6,-1.1,-3.6,-8.0,25.7,5.8
COc1ccc2oc(C(=O)NCC3CCCO3)c(C)c2c1 (stereo not given),-3.1,0.0,-17.2,0.3,1.0,0.6,13.0,-5.7,12.3
COc1ccc(NC(=S)N2CCCC(c3nc4ccc(C)cc4[nH]3)C2)cc1 (stereo not given),3.1,-1.1,4.2,3.0,0.1,-6.0,9.5,-2.7,-87.0
COc1cc(NC(=O)COC(=O)CCCC2=NS(=O)(=O)c3ccccc3N2)cc(OC)c1,-13.2,-0.1,-0.8,2.2,-0.7,-0.2,6.1,-3.5,-2.0
CCN(CC)c1nc2ccccc2n(Cc2cccc(OC)c2)c1=O,0.3,1.6,-6.2,-1.2,-1.2,-9.9,8.6,26.7,7.7
O=C(Nc1cc(S(=O)(=O)N2CCCCCC2)ccc1OCC(F)(F)F)c1cnccn1,-4.2,-0.4,4.8,1.0,-0.4,-11.3,-7.1,0.4,4.8
COc1ccc(CNC2CCCc3ccccc32)cc1OC (stereo not given),11.6,-1.0,-24.4,-5.3,-0.4,-0.8,8.6,-7.0,12.1
O=C(CCC1CCCC1)Nc1cc(C(F)(F)F)ccc1N1CCOCC1,1.9,-0.3,3.7,-0.2,-0.2,-6.1,-3.6,26.7,-17.7
COc1ccc(CNC(=O)C(c2ccc(C)o2)N(C(=O)c2csnn2)c2ccc(C(C)C)cc2)cc1 (stereo not given),13.8,0.0,1.0,-1.2,0.3,1.8,-9.4,22.2,-15.0
O=C(NCCN1CCOCC1)c1ccccc1N1C(=O)[C@@H]2Cc3c([nH]c4ccccc34)C(c3cccc(Cl)c3)N2C1=O (stereo not given in full),1.7,-0.7,-7.3,-1.7,11.4*,-2.5,-5.5,8.9,13.3
CC1CCCCN1CCCn1c(=S)[nH]c2ccccc2c1=O (stereo not given),-24.3,-0.1,-0.7,10.2,-1.1,-1.8,-4.5,-6.5,-47.3
Clc1ccc2nnnc(-c3ccccc3)c2c1,-8.3,1.1,-0.3,-4.5,0.6,0.3,10.7,4.1,-1.2
CCCn1c(N2CCN(C(=O)NCc3ccccc3)CC2)nc2ccccc21,-9.5,-0.8,6.5,1.6,0.4,-3.4,-5.9,-1.5,-3.2
Cc1c(C)n(C(=O)CSc2nncn2C)c2ccccc12,2.6,0.2,3.7,6.1,-0.5,-0.4,-22.5,-1.6,-4.0
Cc1c(C(=O)N(C)CCc2cnn(C)c2)oc2c(F)cccc12,-0.8,-0.2,-4.8,2.3,-0.3,-1.1,6.8,-7.0,-11.2
CC(c1ccco1)N(C(=O)c1cccc(S(=O)(=O)N(C)C)c1)c1ccccn1 (stereo not given),0.6,1.5,14.3,-0.7,-1.5,-4.0,9.8,-3.2,1.2
O=C(Nc1ccccc1C(=O)Nc1ccccc1)c1cccs1,19.4,-0.8,8.0,-3.8,-0.2,-0.8,-4.0,5.6,-0.5
CC(C)(C)c1cccc(P(=O)(c2ccccc2)c2ccccc2)c1O,0.9,-0.7,7.7,-1.8,-0.5,-5.5,-1.3,2.0,-4.0
c1ccc2nc3c(nc2c1)c1ccccc1n3CCN1CCOCC1,12.4,2.3,-2.0,4.6,-0.5,-0.8,-1.0,-1.2,27.2
Cn1ccnc1C(O)(c1nnc(-c2ccccc2)o1)C(F)(F)F (stereo not given),12.4,-0.2,8.1,2.0,-0.2,0.2,0.9,-2.1,-8.6
COC(C(=O)N/N=C/c1ccc(OCC(=O)N2CCOCC2)cc1)c1ccccc1 (stereo not given),2.2,0.9,-0.5,1.4,0.1,-1.9,5.5,-3.0,5.5
COc1cccc(CNC(=O)C2CCN(c3nn4c(=O)cc(C)nc4s3)CC2)c1,28.1,-1.0,-3.8,0.3,0.0,-3.3,2.1,-6.8,1.9
CC(c1ccccc1)N1C(=O)c2ccccc2C1O (stereo not given),16.2,0.1,-2.4,0.6,0.1,-3.3,-8.9,-2.4,6.9
O=C(CNCc1ccccc1)NCCCN1CCCC1=O,12.4,-1.5,8.3,1.7,0.2,-3.4,-8.8,-3.1,5.6

# 2 records drawn at random from the list so far:
canonical_smiles,SKN-1 block,MsrA inh,E coli Lon inh,MT1-MMP act inh,Tb MetRS inh,bovine MsrA act,CendR NRP1 mod,FAS-TE inh,PABP1 MLLE inh
Clc1ccc2nnnc(-c3ccccc3)c2c1,-8.3,1.1,-0.3,-4.5,0.6,0.3,10.7,4.1,-1.2
COc1cccc(CNC(=O)C2CCN(c3nn4c(=O)cc(C)nc4s3)CC2)c1,28.1,-1.0,-3.8,0.3,0.0,-3.3,2.1,-6.8,1.9

# Bioassay records from PubChem.
